Myeloid diff MLP – compounds promoting myeloid differentiation. calls only at 10 µM. actives 1% (n = 360,000). ER-HoxA9 myeloid progenitors, lysozyme-GFP differentiation, flow cytometry. AID 624256;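 active means normalized GFP-positive differentiation at or above the plate's own cutoff, the solvent-only control mean plus 3 SD; inconclusive means no clear call, values can overlap the other calls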;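 further: cells exposed to compound for four days before flow analysis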
KOR beta-arrestin-1 – kappa opioid receptor blockers – cell-based, luminescence, uHTS (AID 1778). KOR beta-arrestin recruitment, luminescence, antagonist mode; higher % means a stronger effect. inhibition, % at 10 µM, or IC50 in µM where a hit was titrated. actives 0.091% (n = 290,000); further: strong numbers were not always called active
NOD2 inhibition – NOD2 signaling inhibitors, cell-based, luminescence, uHTS, HEK293 (AID 1566) | HEK293 NOD2/NF-kB luciferase reporter, luminescence; higher % means a stronger effect | inhibition, % at 4 µM; hits with a dose series show EC50 in µM | actives 0.63% (n = 290,000); further: many of its hits are not listed in these tables
Salmonella PhoP GFP – inhibitors of PhoP regulon expression, primary screen, Salmonella Typhimurium, GFP reporter (AID 1863). S. Typhimurium PhoP-regulated promoter GFP reporter, 4 h; higher % means a stronger effect. one-dose inhibition, % at 50 µM; IC50 in µM for titrated hits. actives 0.16% (n = 300,000);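 active means inhibition over 29.93%, a cutoff 3 SD above the screen mean, later confirmed by dose response; inconclusive means inhibition over 29.93% but no dose response follow-up; inactive means inhibition at most 29.93% or unconfirmed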;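 further: 0% = low Mg2+ inducing control and 100% = high Mg2+ repressing control; strong numbers were not always called active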
LYP phosphatase – inhibitors of LYP phosphatase, biochemical, fluorescence intensity, uHTS (AID 1779). recombinant LYP phosphatase, fluorescence intensity; higher % means a stronger effect. actives 0.054% (n = 290,000). inhibition, % at 11.5 µM, or IC50 in µM where a hit was titrated;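 further: plate controls were vehicle with enzyme for no effect and no enzyme for full effect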
KOR beta-arrestin-2 – KOR agonists, beta-arrestin recruitment, primary screen, cell-based, luminescence, uHTS (AID 1777); actives 0.02% (n = 280,000); KOR beta-arrestin recruitment, luminescence; higher % means a stronger effect; activation, % at 10 µM, or EC50 in µM where a hit was titrated; in the data active means activation above about 50%, passing the limit was not always enough; further: a part of the inactive calls stands beside numbers as strong as those of hits
NOD1 NF-kB reporter – inhibition of NOD1-driven NF-kB reporter – cell-based, luminescence, uHTS, primary screen (AID 1578). one-dose inhibition, % at 4 µM; EC50 in µM for titrated hits. NOD1-driven NF-kB luciferase reporter cells, luminescence; higher % means a stronger effect. actives 1% (n = 290,000); in the data active means inhibition mostly above about 36%, no sharp cut-off; inactive means mostly below about 34%;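 further: HEK-293T reporter cells stimulated with the NOD1 agonist gamma-tri-DAP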
Siah-1 displacement – blockers of Siah-1 interaction with plectin peptide – biochemical, fluorescence polarization, rhodamine-plectin, uHTS, primary screen (AID 1817); Siah-1 / rhodamine-plectin peptide fluorescence polarization; higher % means a stronger effect; displacement, % at 20 µM; hits with a dose series show IC50 in µM; actives 0.02% (n = 290,000);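 active means displacement of at least 50% at 20 µM, with a fluorescence ratio check between 0.3 and a set limit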;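 further: plate controls were Siah plus tracer with DMSO for no effect and tracer alone without Siah for full effect; strong numbers were not always called active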
HIV peptide binding – cell-free HIV fusion peptide-binding blockers – biochemical, uHTS, fluorescence dequenching, primary screen (AID 1986); cell-free peptide binding, fluorescence dequenching, 30 min; higher % means a stronger effect; inhibition, % at 20 µM, or IC50 in µM where a hit was titrated; actives 0.3% (n = 290,000); in the data active means inhibition mostly above about 52%, no sharp cut-off; inactive means mostly below about 76%; further: some results filed as inactive read as strong as hits
Myeloid diff MLP GFP+ MAC1+ % – further read-out of Myeloid diff MLP, marked with its call; GFP+ MAC1+ double positive, %; measured here: differentiation confirmed by MAC1 staining
Numbers without * were called inactive; i = inactive; ? = inconclusive; . = no result given; [ ] = another dose, or the depositor's remark. Unless noted, no stated cut-off is given here; in the data, active means inhibition above about 50%; inactive means the rest. Not all compounds are listed; rates above refer to the full screens.

SMILES | Myeloid diff MLP | Myeloid diff MLP GFP+ MAC1+ % | KOR beta-arrestin-1 | NOD2 inhibition | Salmonella PhoP GFP | LYP phosphatase | KOR beta-arrestin-2 | NOD1 NF-kB reporter | Siah-1 displacement | HIV peptide binding
CCC(CC)C(=O)OCC(=O)NC12CC3CC(CC(C3)C1)C2 | i | 6.5 | 31.4% | 17.3% | 2.4% | -0.8% | -8.7% | 5.0% | 6.5% | 0.7%
COC(=O)c1nn(-c2nc(-c3ccc(OC)c(OC)c3)cc(C(F)(F)F)n2)cc1[N+](=O)[O-] | i | 0.2 | 1.9% | 12.7% | -8.8% | -8.9% | -0.7% | -4.2% | 21.3% | 3.6%
CCn1c(SCC(=O)N2CCN(c3ccccc3)CC2)nnc1-c1ccncc1 | . | . | -14.9% | 9.0% | -7.5% | -6.2% | -3.4% | -15.9% | 19.8% | 0.3%
CCOC(=O)c1ccc(S(=O)(=O)N2CCN(C)CC2)cc1 | i | 3.1 | -47.8% | 10.0% | 10.7% | -7.9% | 10.1% | . | -2.2% | -3.8%
O=C(c1cc(-c2ccccc2)nc2ccccc12)N1CCc2ccccc2C1 | i | 0.5 | 15.8% | -2.4% | 9.4% | 4.9% | 12.9% | 30.4% | -0.3% | -2.3%
O=C(CCc1ccccc1)NCC(=O)N/N=C/c1ccc2c(c1)OCO2 | i | 0.4 | 8.2% | -31.2% | 3.8% | -6.2% | -0.4% | -23.3% | 3.2% | 2.4%
Cn1c(CCN2CCN(c3ccccn3)CC2)nc2cc(NC(=O)COc3ccc(Cl)cc3)ccc21 | ? | . | 4.0% | 47.6% | -3.4% | -7.9% | 6.4% | 21.0% | 0.6% | 2.3%
O=C(Nc1ccc(N2CCCCC2)cc1)c1cccnc1 | i | 0.6 | 3.6% | -52.3% | -7.5% | -1.7% | 0.5% | -35.0% | 2.0% | -0.2%

SMILES | Myeloid diff MLP | Myeloid diff MLP GFP+ MAC1+ % | KOR beta-arrestin-1 | NOD2 inhibition | Salmonella PhoP GFP | LYP phosphatase | KOR beta-arrestin-2 | NOD1 NF-kB reporter | Siah-1 displacement | HIV peptide binding
CCOC(=O)Nc1ccc(NC(=O)OCC)cc1 | i | 5.5 | 9.7% | -0.1% | 0.2% | 4.2% | -1.1% | -14.4% | 0.6% | 1.0%
COc1ccc(NC(=O)CNS(=O)(=O)c2ccccc2)cc1Cl | i | 7.5 | 21.8% | 12.3% | -1.7% | -9.9% | -1.9% | -2.0% | 0.3% | -1.4%
COc1cc(OC)cc(-n2nc(C(=O)NCCCN3CCOCC3)c3ccccc3c2=O)c1 | i | 0.1 | -3.6% | -8.3% | -14.1% | 3.0% | 5.6% | -16.7% | 3.1% | -0.1%
Cc1ccc(-c2ccc(SCC(=O)N3CCc4ccccc43)nn2)cc1 | . | . | 9.9% | -11.0% | -4.0% | -5.2% | 13.2% | -30.1% | 8.4% | -0.4%
COC(=O)C1CSc2[nH]c(=O)sc2C1c1ccc(OC)c(OC)c1 (stereo not drawn) | i | 2.4 | 15.5% | 13.7% | 2.9% | -6.8% | -2.7% | 14.9% | -4.2% | 2.1%
COC(=O)/C=C1\N/C(=N\c2nc(C)cc(C)n2)N(c2ccc(Cl)cc2)C1=O | i | 0.3 | 4.7% | 10.2% | -3.0% | -1.0% | 0.5% | -2.8% | -1.8% | -0.8%
COC(=O)c1cc(NC(=O)Cc2ccccc2[N+](=O)[O-])cc(C(=O)OC)c1 | i | 9.7 | -30.9% | 8.3% | -11.6% | 3.7% | -0.1% | -32.2% | 1.1% | 1.5%
CCCCN1CCc2c([nH]c3ccc(C)cc23)C1=O | i | 0.4 | -12.4% | -73.6% | -7.9% | -12.0% | 8.4% | -55.7% | -3.1% | -0.9%

SMILES | Myeloid diff MLP | Myeloid diff MLP GFP+ MAC1+ % | KOR beta-arrestin-1 | NOD2 inhibition | Salmonella PhoP GFP | LYP phosphatase | KOR beta-arrestin-2 | NOD1 NF-kB reporter | Siah-1 displacement | HIV peptide binding
Cc1ccc(NC(=O)NCCCc2ccccc2)cc1 | i | 6.8 | -9.3% | -1.3% | -2.1% | -3.8% | -4.2% | . | -4.3% | -3.2%
COCC(=O)NCCc1nc2ccccc2[nH]1 | i | 1.6 | 25.5% | -2.3% | 17.2% | -3.3% | -5.3% | -8.2% | 4.0% | -2.2%
COCCCNC(=O)c1ccccc1Oc1ccccc1 | i | 0.8 | 10.8% | 14.9% | -5.2% | -10.7% | -0.5% | 5.6% | 2.9% | -1.3%
O=c1c(C=NCc2cccnc2)c(C(F)(F)F)[nH]n1-c1nc2ccccc2s1 | i | 0.4 | -32.3%[20 µM] | -32.7% | 11.1% | 0.9% | . | -16.5% | 8.3% | 9.6%
O=C(C1CCC1)N1CCc2cc(S(=O)(=O)N3CCN(c4ccccn4)CC3)ccc21 | i | 0.8 | 5.6% | 13.1% | -6.7% | -2.1% | -1.1% | -16.0% | 3.1% | 1.3%
COc1ccc(OC)c(C2Nc3nc4ccccc4n3C(C)=C2C(=O)Nc2ccc(C)cc2C)c1 (stereo not drawn) | i | 0.9 | -6.7% | -12.8% | 9.6% | -7.8% | -2.1% | -1.3% | -4.0% | -1.9%
COC(=O)c1cc(OC)c(OC)cc1-n1cnc2cc(OC)c(OC)cc2c1=O | i | 0.6 | -9.4% | 0.3% | 12.6% | -4.8% | 4.9% | -29.9% | -0.7% | -2.1%
O=c1cc(Cl)[nH]c(=O)n1Cc1ccccc1 | i | 0.5 | 20.5% | 4.5% | -7.3% | -9.3% | -5.6% | 6.2% | 2.6% | -0.7%

Part of the list above in order of formula weight, falling:
SMILES | Myeloid diff MLP | Myeloid diff MLP GFP+ MAC1+ % | KOR beta-arrestin-1 | NOD2 inhibition | Salmonella PhoP GFP | LYP phosphatase | KOR beta-arrestin-2 | NOD1 NF-kB reporter | Siah-1 displacement | HIV peptide binding
COc1ccc(OC)c(C2Nc3nc4ccccc4n3C(C)=C2C(=O)Nc2ccc(C)cc2C)c1 (stereo not drawn) | i | 0.9 | -6.7% | -12.8% | 9.6% | -7.8% | -2.1% | -1.3% | -4.0% | -1.9%
O=c1c(C=NCc2cccnc2)c(C(F)(F)F)[nH]n1-c1nc2ccccc2s1 | i | 0.4 | -32.3%[20 µM] | -32.7% | 11.1% | 0.9% | . | -16.5% | 8.3% | 9.6%
COC(=O)c1cc(OC)c(OC)cc1-n1cnc2cc(OC)c(OC)cc2c1=O | i | 0.6 | -9.4% | 0.3% | 12.6% | -4.8% | 4.9% | -29.9% | -0.7% | -2.1%
COC(=O)/C=C1\N/C(=N\c2nc(C)cc(C)n2)N(c2ccc(Cl)cc2)C1=O | i | 0.3 | 4.7% | 10.2% | -3.0% | -1.0% | 0.5% | -2.8% | -1.8% | -0.8%
COC(=O)c1cc(NC(=O)Cc2ccccc2[N+](=O)[O-])cc(C(=O)OC)c1 | i | 9.7 | -30.9% | 8.3% | -11.6% | 3.7% | -0.1% | -32.2% | 1.1% | 1.5%
COC(=O)C1CSc2[nH]c(=O)sc2C1c1ccc(OC)c(OC)c1 (stereo not drawn) | i | 2.4 | 15.5% | 13.7% | 2.9% | -6.8% | -2.7% | 14.9% | -4.2% | 2.1%
Cc1ccc(-c2ccc(SCC(=O)N3CCc4ccccc43)nn2)cc1 | . | . | 9.9% | -11.0% | -4.0% | -5.2% | 13.2% | -30.1% | 8.4% | -0.4%
COCCCNC(=O)c1ccccc1Oc1ccccc1 | i | 0.8 | 10.8% | 14.9% | -5.2% | -10.7% | -0.5% | 5.6% | 2.9% | -1.3%
Cc1ccc(NC(=O)NCCCc2ccccc2)cc1 | i | 6.8 | -9.3% | -1.3% | -2.1% | -3.8% | -4.2% | . | -4.3% | -3.2%
CCCCN1CCc2c([nH]c3ccc(C)cc23)C1=O | i | 0.4 | -12.4% | -73.6% | -7.9% | -12.0% | 8.4% | -55.7% | -3.1% | -0.9%
O=c1cc(Cl)[nH]c(=O)n1Cc1ccccc1 | i | 0.5 | 20.5% | 4.5% | -7.3% | -9.3% | -5.6% | 6.2% | 2.6% | -0.7%

The listing continues:
SMILES | Myeloid diff MLP | Myeloid diff MLP GFP+ MAC1+ % | KOR beta-arrestin-1 | NOD2 inhibition | Salmonella PhoP GFP | LYP phosphatase | KOR beta-arrestin-2 | NOD1 NF-kB reporter | Siah-1 displacement | HIV peptide binding
NC(=S)N/N=C/c1ccc2c(c1)OCCO2 | i | 0.4 | -35.7% | -19.1% | 2.6% | -0.3% | -0.4% | -50.3% | 1.3% | -0.4%
Cc1ccc(S(=O)(=O)N2CCC(C(=O)N[C@@H](C)C(=O)NCc3ccccc3)CC2)cc1 | i | 2.3 | -41.2% | 2.8% | 6.5% | -9.0% | -7.1% | -7.9% | -4.0% | -2.9%
C=CCNCc1cc(=O)n2c(-c3ccccc3)csc2n1 | i | 0.7 | -10.7% | -21.3% | 3.5% | -4.9% | -0.8% | 6.0% | 6.1% | 2.1%
CSCCC(NC(=O)COc1ccccc1)C(=O)N1CCCC(C)C1 (stereo not drawn) | i | 0.6 | 1.9% | -3.1% | 5.7% | -4.7% | 2.8% | -38.6% | 1.6% | -0.1%
CCC(C)NC(=O)c1cn(CC)c2ccc(S(=O)(=O)N3CCCCCC3)cc2c1=O (stereo not drawn) | i | 1.6 | -19.4% | 1.0% | 5.2% | -6.7% | 5.1% | -29.0% | -3.3% | -0.5%
Cc1cc(C)c2nc(N3CCCC(C(=O)N4CCN(c5ncccn5)CC4)C3)sc2c1 (stereo not drawn) | i | 1.1 | 12.5% | -49.3% | 4.1% | -0.2% | -9.2% | 5.0% | 0.0% | 2.1%
Cc1nnsc1C(=O)N/N=C/c1c(F)cccc1Cl | i | 0.4 | -5.1% | 7.7% | 4.8% | -2.6% | -1.6% | -32.7% | 14.0% | -1.3%
O=S(=O)(c1ccc(F)cc1)N1CCN=C1SCc1cccnc1 | i | 0.2 | 3.3% | 7.4% | 1.5% | -3.7% | -6.8% | -8.9% | 2.9% | 0.9%
C[C@H](NC(=O)[C@@H]1Cc2ccccc2CN1C(=O)OC(C)(C)C)C(=O)NC1CCCC1 | i | 3.4 | -9.6% | 5.4% | 1.8% | 1.3% | 3.9% | -23.0% | -2.8% | 1.5%

A run of entries of the results above, for reference:
SMILES | Myeloid diff MLP | Myeloid diff MLP GFP+ MAC1+ % | KOR beta-arrestin-1 | NOD2 inhibition | Salmonella PhoP GFP | LYP phosphatase | KOR beta-arrestin-2 | NOD1 NF-kB reporter | Siah-1 displacement | HIV peptide binding
NC(=S)N/N=C/c1ccc2c(c1)OCCO2 | i | 0.4 | -35.7% | -19.1% | 2.6% | -0.3% | -0.4% | -50.3% | 1.3% | -0.4%
Cc1ccc(S(=O)(=O)N2CCC(C(=O)N[C@@H](C)C(=O)NCc3ccccc3)CC2)cc1 | i | 2.3 | -41.2% | 2.8% | 6.5% | -9.0% | -7.1% | -7.9% | -4.0% | -2.9%
